MCF10A rereplic: induces DNA re-replication in MCF 10a normal breast cells | MCF 10A DNA re-replication, Hoechst nuclear intensity, 48 h | Potency, µM (top dose mostly 46.1 µM), for inactives: at the highest dose activity, positive = re-replication, actives largely listed as activators | hit rate 2.9% among 350,000 | AID 624296; note: potency is the fitted concentration of half-maximal effect; % of control where 0% means no effect; nearly all actives have a fitted effect of over 50% in size
IL1B secr inh: inflammasome signaling inhibition, IL-1 beta readout; hit rate 4.7% among 360,000; AID 743279; activity change, % at 57.5 µM; THP-1 LPS/ATP IL-1B secretion, AlphaLISA, 16 h; active compounds read low; in the data active = activity change below about -50%; inconclusive = mostly about -30% to -49%; note: % is set by controls: 0 for no effect and ±100 for the full control effect
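Secreted IL-1B measured by AlphaLISA bead assay after 16 h compound exposure of THP-1 cells; compounds (final up to 57.5 uM) added 1 h before LPS (250 ng/mL) and ATP (1.25 mM) stimulation; lower signal means less secretion.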
HT1080NT lethal: kills 2HG-producing HT-1080-NT fibrosarcoma cells. HT-1080-NT fibrosarcoma viability, CellTiter-Glo ATP luminescence, 48 h. Potency, µM (doses to about 46.1 µM), without a hit: top-dose activity, negative = less viability, hits mostly cytotoxic. hit rate 1.6% among 360,000. AID 686970;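 note: NT is the 2HG producing partner of a matched IDH1 knockdown line; potency is the fitted concentration of half-maximal effect; 0% = DMSO-treated cells and -100% = media-only wells without cells; nearly all actives have a fitted effect of over 55% in size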
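750 cells/well, RPMI + 5% FBS; 2 h settle, compound pin-transfer, 48 h at 37 degrees C. CellTiter-Glo 10 min RT, luminescence. Normalized to DMSO and media-only wells.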
ATXN viability: reduces viability in counter-screen for ATXN expression inhibitors | Potency, µM (titrated, usually from 56.7 µM), most hits filed as cytotoxic | S2 cells (HEK-293 line with an ATXN2-luciferase reporter) viability, CellTiter-Fluor protease fluorescence, 24 h | AID 651635 | hit rate 0.49% among 400,000; note: potency is the fitted concentration of half-maximal effect; nearly all actives have a fitted effect of over 40% in size
ATXN2 expr inh: inhibitors of ATXN2 expression. hit rate 0.72% among 360,000. HEK-293 ATXN2-luciferase reporter, luminescence, 24 h. Potency, µM (titrated, usually from 57 µM), for the others: at the highest dose activity change, negative = inhibition, most hits filed as inhibitors; note: potency is the fitted concentration of half-maximal effect; % is set by controls: 0 for no effect and ±100 for the full control effect; nearly all actives have a fitted effect of over 55% in size
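ATXN2-luciferase reporter cells (luciferase flanked by upstream and downstream ATXN2 gene portions) were treated 24 h at 37 °C with compounds at up to 57 uM. SteadyGlo luminescence gave expression; GF-AFC fluorescence gave viability.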
SW480 rerep: induces DNA re-replication in SW480 colon adenocarcinoma cells | SW480 DNA re-replication, Hoechst DNA content imaging, 48 h | Potency, µM (titrated, usually from 46.1 µM), without a hit: top-dose re-replication activation, actives largely listed as activators | hit rate 1.8% among 340,000; note: potency is the fitted concentration of half-maximal effect; % of control where 0% means no effect; nearly all actives have a fitted effect of over 55% in size
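SW480 cells exposed to compounds for 48 hr at 37 C, 5% CO2, then Hoechst-stained 40 min. Nuclear DNA content imaged by fluorescence scanning (405 nm excitation, 500-530 nm emission); re-replication scored as increased high-intensity nuclei.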
KB-V1 MDR tox: KB-V1 MDR subline cytotoxicity. KB-V1 MDR cells viability, CellTiter-Glo, 72 h. Potency, µM (series often up to 46.1 µM), for the others: at the highest dose activity change, negative = cytotoxicity, most hits filed as cytotoxic. hit rate 3.4% among 400,000. AID 1347076; note: potency is the fitted concentration of half-maximal effect; % is set by controls: 0 for no effect and ±100 for the full control effect; nearly all actives have a fitted effect of over 60% in size
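Drug-selected KB-V1 cells, grown in DMEM lacking phenol red with 10% FBS, receive compound titrations; after three days at 37 degrees C, surviving cell ATP is quantified by CellTiter-Glo luminescence and responses normalized and curve-fitted.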
HT1080 IDH1KD tx: toxicity to HT-1080 IDH1 knockdown cells (counter line); HT-1080 IDH1 knockdown viability, ATP luminescence, 48 h; Potency, µM (top dose mostly 46.1 µM), for the others: top-dose activity, negative = toxicity, actives largely listed as cytotoxic; hit rate 2% among 360,000; AID 686971;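 note: potency is the fitted concentration of half-maximal effect; 0% = DMSO wells and -100% = cell-free medium wells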
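Cytotoxicity counter-line: IDH1KD HT-1080, 48 h, CellTiter-Glo. Curves classed by r2, magnitude and activity.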
KB-3-1 cytotox: kills parental KB-3-1 adenocarcinoma cells. KB-3-1 viability, CellTiter-Glo ATP luminescence, 72 h. Potency, µM (doses to about 46.1 µM), for the others: at the top dose activity change, negative = cytotoxic, usual class: cytotoxic. hit rate 1.4% among 400,000; note: potency is the fitted concentration of half-maximal effect; % is set by controls: 0 for no effect and ±100 for the full control effect; nearly all actives have a fitted effect of over 60% in size
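KB-3-1 cells, DMEM (no phenol red) + 10% FBS; compound by pin transfer, 72 h, 37 °C. Readout: CellTiter-Glo luminescence after 10 min. Data normalized, curve-fitted.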
The depositor's hits bear a star; i = inactive; u = inconclusive; x = no result given; [ ] = another dose, or the depositor's remark. Unless noted, calls come from the whole dose curve; as a rule, active = well fitted curve in the direction sought with a large enough effect; inconclusive = small, poorly fitted or top-dose-only effect, or another doubt; inactive = no such curve, though single readings can be large; an effect the other way counts as inactive or inconclusive.

SMILES | MCF10A rereplic | IL1B secr inh | HT1080NT lethal | ATXN viability | ATXN2 expr inh | SW480 rerep | KB-V1 MDR tox | HT1080 IDH1KD tx | KB-3-1 cytotox
CCN(CC)S(=O)(=O)c1cccc(-c2n[nH]c(=S)n2/N=C/c2ccc(C(=O)OC)cc2)c1 | 15% | 16 | 5% | i | 8% | 0% | -19% | 1% | u
Cn1nnc(NCc2cc(Br)ccc2OCc2ccccc2F)n1 | 4% | 4 | 0% | i | 0% | 4% | -12% | -8% | 7%
COC(=O)c1cn(Cc2cc(OC)ccc2OC)cc(F)c1=O | -4% | 17 | 11% | i | 10% | -1% | 9% | 19% | 10%
CC1=CC=CN2C1=NC(=O)CC2(C)C(=O)N(CC(=O)NC1CCCC1)c1ccccc1C (stereo unspecified) | -15% | 19 | 9% | i | 8% | 4% | 16% | 0% | 15%
C=CCOc1ccc(C(=O)O)cc1Cl | -7% | 18 | -4% | i | -1% | -4% | u | 3% | u
CN1CCN(C(=O)/C=C/c2ccccc2)CC1 | -12% | 29 | -2% | i | 16% | -7% | u | 6% | 2%
CCOC(=O)C1CN(S(=O)(=O)c2ccc(C)cc2)c2cc(S(=O)(=O)CC)ccc2O1 (stereo unspecified) | 13% | 9 | 20% | i | -4% | -4% | 2% | -5% | -4%
O=C1NC(c2ccccc2Cl)=N/C1=C/c1ccco1 | u | -12 | -3% | i | 33% | -65%[inhibitor] | 23% | -4% | -1%
Cc1cc(/C=C(/C#N)C(=O)O)c(C)n1-c1cccc2ccccc12 | 5% | 15 | -11% | i | 21% | 1% | 0% | -16% | 1%
CCOC(=O)C1(C(=O)OCC)COC(=O)C1CN1Cc2cc3ccccc3nc2C1 (stereo unspecified) | x | 0 | u | i | x | x | -9% | u | u
Cc1cc2nc(-c3ccc(OCc4ccc(F)cc4)cc3)cc(C(F)(F)F)n2n1 | x | x | x | i | 14% | x | 7% | x | 6%
COc1ccc(CC2S/C(=N/N=C/c3ccccc3O)NC2=O)cc1 (stereo unspecified) | 23µM* | 50 | -15% | u | u | 2.9µM* | -20% | -16% | u
COC(=O)CC1C(=O)NCCN1C(=O)c1ccccc1 (stereo unspecified) | u | 37 | 12% | i | -1% | 1% | u | 13% | 4%
COC(=O)c1cc(NC(=O)c2ccc([N+](=O)[O-])cc2)c(=O)oc1C | -1% | 20 | 1% | i | 11% | u | 15% | 3% | 18%
CCS(=O)(=O)N1CCC(NC(=O)C(Cc2cccc(OC)c2OC)NC(C)=O)CC1 (stereo unspecified) | -7% | 5 | 12% | i | -8% | u | 10% | 20% | 10%
CC(=O)NC(=O)COC(=O)/C=C/c1c(C)nn(Cc2c(Cl)cccc2Cl)c1Cl | 23% | 28 | -1% | i | 11% | 4% | 1% | -1% | 0%
Cn1cccc1-c1nc2ccccc2n1C | -1% | -2 | 13% | i | 17% | 0% | 1% | 0% | 0%
COc1ccc(-c2noc3c2-c2nc(-c4ccc(Cl)cc4)sc2CC3)cc1 | -2% | 17 | 13% | i | 15% | -4% | 0% | 4% | 19%
Cc1cc(C)nc(N(C#N)CC(=O)c2ccccc2)n1 | u | -9 | 0% | u | -14% | -1% | u | u | -11%
CC(=O)c1ccc(NC(=O)CCn2cccn2)cc1 | x | x | x | i | 8% | x | 12% | x | 3%
COC(=O)c1cc2c(N)c(C(=O)c3ccccc3)sc2nc1C(OC)OC | u | u | -2% | i | 1% | 18% | -10% | -15% | 2%
O=C(CN1CCCC1)Nc1c2c(nc3ccccc13)N(Cc1ccccc1)CC2 | -5% | -6 | u | i | -14% | -5% | 23µM* | u | -9%
C=CCc1c(OC)ccc2ccc(=O)oc12 | 4% | -5 | -4% | i | -6% | 0%[9.22 µM] | 13% | 8% | 16%
COc1cc2nc(CN3CCN(S(=O)(=O)c4ccccc4C(F)(F)F)CC3)[nH]c(=O)c2cc1OC | 16% | -5 | -9% | i | -21% | 17% | -12% | -12% | -3%
COC(=O)c1ccc(N2CCN(C(C)=O)CC2)c(NC(=O)c2cccnc2)c1 | 0% | 12 | -10% | i | 9% | -1% | -13% | -2% | 13%

(continued)
SMILES | MCF10A rereplic | IL1B secr inh | HT1080NT lethal | ATXN viability | ATXN2 expr inh | SW480 rerep | KB-V1 MDR tox | HT1080 IDH1KD tx | KB-3-1 cytotox
Clc1ccc(COn2nnc3ccccc32)c(Cl)c1 | 23µM* | 11 | 2% | i | 70%[activator] | 5% | 1% | -20% | 4%
Cc1nc(CSc2ccc(Cl)cc2)cs1 | -15% | -4 | 11% | i | 10% | -2% | 23% | 12% | -1%
CCOc1ccccc1-n1c(SCC(=O)N2CCOCC2)nc2ccccc2c1=O | -1% | -7 | 4% | u | 5% | -11% | u | 10% | 7%
C=Cc1ccc(Cn2c(C(=O)O)c(CNCCc3ccccc3)c3ccc(C)cc32)cc1 | x | x | x | 22µM* | u | x | -6% | x | -1%
CC(C)[C@H](NC(=O)OCc1ccccc1)C(=O)OCC(=O)NC1CCCCC1 | u | 11 | -3% | i | 11% | 1% | 0% | u | -9%
Fc1ccc(/C=N/n2cnn(Cc3ccccc3Cl)c2=S)cc1 | 1% | 11 | 18% | i | -13% | 0% | 4% | 4% | 0%
C=CC[C@@H](CC(=O)OC(C)(C)C)C(=O)OC[C@@H]1CCCN1C(=O)[C@H](CC=C)CC(=O)NCCO | 6% | -2 | 13% | i | -5% | -24% | 0% | 1% | 0%
Cc1cc(NC(=O)c2ccccc2)c(Cl)cc1N | 5% | -4 | 13% | u | u | 1% | -1% | 4% | 0%
Cc1ccccc1S(=O)(=O)NC(=O)C1(C)CCN1C(=O)c1c(C)noc1C (stereo unspecified) | x | 9 | 10% | i | 10% | x | 2% | 16% | 0%
COc1ccccc1-n1c(CNC(=O)c2ccco2)nnc1SCC(=O)Nc1cc(C)ccc1C | -37%[inhibitor] | -5 | -3% | i | 8% | 12% | -2% | -4% | u
Cc1ccc(N(Cc2ccc(C(=O)Nc3c(C)n(C)n(-c4ccccc4)c3=O)cc2)S(C)(=O)=O)cc1C | 4% | 33 | -3% | i | -8% | -8% | 0% | -7% | 0%
CN(C)c1cccc(C(=O)Nc2ccc(S(=O)(=O)Nc3nccs3)cc2)c1 | -13% | -6 | -14% | i | 2% | 2% | 3% | -1% | 0%
O=C(CSc1nnc2scc(-c3ccccc3)n12)Nc1nsc(-c2ccccc2)n1 | u | u | 4%[9.24 µM] | u | -38% | 3% | 0% | u | u
COc1ccc(-c2noc(CSc3nc(C)cc(=O)[nH]3)n2)cc1OC | x | x | x | i | -8% | x | 0% | x | -19%
CCCOc1ccccc1C(=O)N1CCNC(=O)C1CC(=O)OC(C)C (stereo unspecified) | -6% | 19 | 18% | i | -1% | -9% | u | 10% | 3%
Cc1ccc(-n2nnnc2SCC(=O)NC2CCCc3ccccc32)cc1 (stereo unspecified) | 9% | 1 | 15% | i | 5% | -1% | -1% | 3% | 1%
Cc1ccccc1S(=O)(=O)Oc1cccc2c(O)cccc12 | u | 16 | 0% | u | 4% | -18% | -7% | -1% | 0%
Cc1nc(COc2ccc(C(=O)Nc3ccccc3N3CCOCC3)cc2)cs1 | 22% | u | -11% | i | -2% | 9% | -18% | -16% | -7%
CCC1CCCCN1S(=O)(=O)c1ccc(C(=O)Nc2nnc(C3CC3)o2)cc1 (stereo unspecified) | 17% | 84 | -28% | i | u | u | u | u | u
COC(=O)[C@]12CCCCC=C1N(CCc1ccc(OC)c(OC)c1)C(=O)[C@H](CC(=O)NCCc1ccccc1OC)C2 | x | u | -2% | x | x | x | 16µM* | -13% | -22%
Cc1cccc(N2CCN(S(C)(=O)=O)CC2)c1C | -7% | 42 | 16% | i | -3% | -1% | 9% | -1% | -6%
O=C(Nc1ccccc1)Nc1ccc(NC(=O)c2ccccc2O)cc1 | 2% | u | -10% | i | -2% | 20% | -1% | -14% | -2%
CC(C)(CNC(=O)c1cc([N+](=O)[O-])ccc1N1CCC(Cc2ccccc2)CC1)N1CCOCC1 | 13% | -57* | -17% | i | -29% | -4% | -4% | -20% | u
Cc1cc(C)cc(CC(=O)N2CCC2(C)C(=O)NS(=O)(=O)c2ccc(Br)cc2)c1 (stereo unspecified) | x | 12 | 19% | i | 5% | x | 4% | 15% | 0%
Cc1ccc2oc(-c3cccc(NC(=S)NC(=O)/C=C/c4ccco4)c3)nc2c1 | 9.2µM* | 25 | u | i | 36% | u | u | u | u
O=C(COc1cccc(Br)c1)NN=C1c2ccccc2-c2ccccc21 | u | -3 | 5% | i | 1% | -3% | u | 2% | 11%
O=C(CSc1nc2ccccc2c(=O)[nH]1)Nc1ccc([N+](=O)[O-])cc1 | u | 1 | u | i | -17% | u | u | 9.2µM* | u
Cc1ccc(-c2cc(C(=O)N/N=C/c3c(C)nn(C)c3C)c3ccccc3n2)cc1C | u | -51* | u | i | 79%[activator] | 7% | u | u | -17%
COc1cc(C(=O)Nc2cnc(NC(=O)C(C)C)cc2C)cc(OC)c1OC | 0% | 18 | 8% | i | 3% | -5% | 7% | 3% | 16%
COc1ccc(N2CCN(C(=O)CCc3ccc(S(=O)(=O)NC(C)(C)C)cc3)CC2)cc1 | -3% | 0 | -9% | i | x | u | 15µM* | -4% | u

Some of these compounds in order of SMILES length, falling:
SMILES | MCF10A rereplic | IL1B secr inh | HT1080NT lethal | ATXN viability | ATXN2 expr inh | SW480 rerep | KB-V1 MDR tox | HT1080 IDH1KD tx | KB-3-1 cytotox
COc1ccc(N2CCN(C(=O)CCc3ccc(S(=O)(=O)NC(C)(C)C)cc3)CC2)cc1 | -3% | 0 | -9% | i | x | u | 15µM* | -4% | u
Cc1cc(C)cc(CC(=O)N2CCC2(C)C(=O)NS(=O)(=O)c2ccc(Br)cc2)c1 (stereo unspecified) | x | 12 | 19% | i | 5% | x | 4% | 15% | 0%
COc1ccccc1-n1c(CNC(=O)c2ccco2)nnc1SCC(=O)Nc1cc(C)ccc1C | -37%[inhibitor] | -5 | -3% | i | 8% | 12% | -2% | -4% | u
O=C(COc1cccc(Br)c1)NN=C1c2ccccc2-c2ccccc21 | u | -3 | 5% | i | 1% | -3% | u | 2% | 11%
